Screens from PubChem BioAssay.
GPR35 antagonists = GPR35 antagonists blocking zaprinast-driven arrestin recruitment, primary screen, imaging, U2OS, beta-arrestin-GFP, zaprinast agonist (AID 2058); U2OS GPR35 beta-arrestin-GFP translocation imaging, zaprinast antagonism; higher % means a stronger effect; 290,000 tested, 0.052% active; one-dose inhibition, % at 10 µM; IC50 in µM for titrated hits; G-protein coupled receptor 35 (Homo sapiens);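 active = inhibition of at least 50% with at least 30 cells and total cytoplasm GFP at most 10,000,000; inconclusive = under 30 cells or total GFP of 10,000,000 plus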
GPR55 antagonists = GPR55 antagonists blocking LPI-driven arrestin recruitment, primary screen, imaging, U2OS, beta-arrestin-GFP, LPI agonist (AID 2013); one-dose inhibition, % at 10 µM; IC50 in µM for titrated hits; 290,000 tested, 0.13% active; U2OS GPR55 beta-arrestin-GFP translocation imaging, LPI antagonism; higher % means a stronger effect;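 active = spots per cell inhibited over 60%, with over 100 cells counted and total cytoplasm intensity under 500,000; inconclusive = wells with under 100 cells, flagged as likely toxic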;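 also: U2OS cells stably carrying GPR55 and arrestin-GFP stimulated by 5 µM LPI near EC80; imaged beta-arrestin-GFP aggregate spots per cell after agonist stimulation; plate controls were LPI-stimulated DMSO wells for no effect and DMSO wells without LPI for full effect; some results filed as inactive read as strong as hits; confirmed hits need IC50 under 10 µM and bright autofluorescent wells are also inconclusive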
NTR1 agonist = agonists of NTR1, primary screen, imaging, U2OS cells, beta-arrestin-GFP, high content (AID 493036); Neurotensin receptor type 1 (Homo sapiens), P30989; NTR1-U2OS beta-arrestin-GFP spot imaging, agonist mode; activation, % at 20 µM; 330,000 tested, 0.17% active;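 active = activation at or above 40% of the spot to cytoplasm intensity ratio, with at least 20 cells analyzed; inconclusive = wells under 20 cells, flagged as cytotoxic or low count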;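 also: 0% = DMSO without peptide and 100% = 100 nM NTR1 peptide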
Target sequence (P30989 whole entry, looked up): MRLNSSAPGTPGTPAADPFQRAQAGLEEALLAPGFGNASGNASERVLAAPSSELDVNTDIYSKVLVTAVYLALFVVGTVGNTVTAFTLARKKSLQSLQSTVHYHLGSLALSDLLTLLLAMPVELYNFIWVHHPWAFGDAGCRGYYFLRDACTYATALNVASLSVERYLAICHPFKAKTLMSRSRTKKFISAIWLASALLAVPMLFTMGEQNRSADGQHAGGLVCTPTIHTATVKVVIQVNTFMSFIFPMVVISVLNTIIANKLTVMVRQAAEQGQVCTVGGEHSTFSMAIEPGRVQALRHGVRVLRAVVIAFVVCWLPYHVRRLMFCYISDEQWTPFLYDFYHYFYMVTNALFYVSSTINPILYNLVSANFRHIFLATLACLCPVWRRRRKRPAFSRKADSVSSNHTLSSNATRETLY
KOR beta-arrestin-1 = KOR antagonists, beta-arrestin recruitment, cell-based, luminescence, uHTS (AID 1778) | Kappa-type opioid receptor (Homo sapiens) | one-dose inhibition, % at 10 µM; IC50 in µM for titrated hits | 290,000 tested, 0.091% active | KOR beta-arrestin recruitment, luminescence, antagonist mode; higher % means a stronger effect; in the data active = inhibition above about 50%; also: strong numbers were not always called active
Salmonella PhoP GFP = inhibitors of PhoP regulon expression, primary screen, Salmonella Typhimurium, GFP reporter (AID 1863) | S. Typhimurium PhoP-regulated promoter GFP reporter, 4 h; higher % means a stronger effect | 300,000 tested, 0.16% active | inhibition, % at 50 µM, or IC50 in µM where a hit was titrated;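 active = inhibition over 29.93%, a cutoff 3 SD above the screen mean, later confirmed by dose response; inconclusive = inhibition over 29.93% but no dose response follow-up; inactive = inhibition at most 29.93% or unconfirmed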;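 also: 0% = low Mg2+ inducing control and 100% = high Mg2+ repressing control; strong numbers were not always called active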
KOR beta-arrestin-2 = KOR agonists, beta-arrestin recruitment, primary screen, cell-based, luminescence, uHTS (AID 1777). Kappa-type opioid receptor (Homo sapiens). KOR beta-arrestin recruitment, luminescence; higher % means a stronger effect. activation, % at 10 µM, or EC50 in µM where a hit was titrated. 280,000 tested, 0.02% active; in the data active = activation above about 50%, passing the limit was not always enough; also: a part of the inactive calls stands beside numbers as strong as those of hits
West Nile virus CPE = West Nile virus antiviral activity, cell-based, CPE readout (AID 1621); CPE inhibition, % at 10 µM, or IC50 in µM where a hit was titrated; West Nile virus-infected cells, CPE inhibition; higher % means a stronger effect; 290,000 tested, 0.02% active; in the data active = a potency from the dose series; inconclusive = CPE inhibition mostly from about 3.7% at the one dose, without a potency; inactive = the rest, 99 in 100 with CPE inhibition below about 2.2%; also: strong numbers were not always called active
T cell modulator = modulators of CD8 T cell-vesicle binding, primary screen, mouse 2C CD8+ T cells, flow cytometry; 2C CD8+ T cell-vesicle binding; stronger effect = lower value; calls only at 7 µM; 330,000 tested, 0.068% active;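 active = response, share of CD8 T cells binding vesicles, and their 90th percentile fluorescence all below set limits, cut at about 80% in these data, passing the limit was not always enough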
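Also added: QL9-peptide-loaded Drosophila micro-vesicles bearing Ld, ICAM-1 and B7-1; Test system: purified 2C TCR transgenic mouse naive CD8+ T cells; Measured by: cytometric PE anti-B7-1 and Alexa647 anti-CD8 signals after 1% paraformaldehyde fixation; Timing: binding step 1.5 h, 37 °C, antibody labelling 20 min, ice.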
GPR55 beta-arrestin = GPR55 agonists via beta-arrestin recruitment, primary screen, imaging, U2OS cells, beta-arrestin-GFP redistribution (AID 1961) | U2OS GPR55 beta-arrestin-GFP redistribution imaging; higher % means a stronger effect | G-protein coupled receptor 55 (Homo sapiens) | 290,000 tested, 0.048% active | one-dose activation, % at 10 µM; EC50 in µM for titrated hits;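 active = activation above 40% with more than 50 cells counted in the well; inconclusive = wells holding fewer than 50 cells, flagged as toxic or sparse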;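 also: U2OS osteosarcoma cells stably expressing GPR55 and beta-arrestin-GFP; plate controls were DMSO negative control for no effect and LPI positive control for full effect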
T cell modulator vesicle-bound % = also measured in T cell modulator; calls as there; double positive events, %; measured here: CD8+ vesicle-bound cell fraction;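 binding gate set so that unloaded-vesicle control wells show 10% double positive cells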
NTR1 agonist cell count 20 µM = also measured in NTR1 agonist; calls as there; cell count; measured here: cell count, cytotoxicity flag
* marks the source's active call; other numbers are inactive results; i = inactive; ? = inconclusive; nt = not tested or not shown; [ ] = dose if it differs, or a comment.

SMILES	GPR35 antagonists	GPR55 antagonists	NTR1 agonist	NTR1 agonist cell count 20 µM	KOR beta-arrestin-1	Salmonella PhoP GFP	KOR beta-arrestin-2	West Nile virus CPE	T cell modulator	T cell modulator vesicle-bound %	GPR55 beta-arrestin
Nc1[nH]c(=O)[nH]c(=O)c1N=Nc1ccccc1Cl	15%	-7%	0.2	59	-10%	5%	-6.0%	-0.3%	i	21	-0.1%
Cc1ccccc1OCCSCc1nc2ccccc2[nH]1	15%	8%	0.2	34	8%	59%	-4.5%	-1.5%	i	40	-0.3%
Cc1ccc(S(=O)(=O)NC(=O)N2CCC(C)CC2)cc1	7%	-1%	nt	nt	-39%	0%	3.2%	nt	nt	nt	-0.2%
O=C(/C=C\Nc1ccc2c(c1)OCO2)c1ccc(Cl)s1	20%	4%	0.0	40	31%	-7%	-3.2%	0.1%	i	49	0.2%
Cc1[nH]c(=O)[nH]c(=O)c1S(=O)(=O)Nc1ccc(F)c(Cl)c1	-6%	7%	0.9	92	-15%	17%	-0.5%	-0.1%	i	28	-0.3%
Cc1ccccc1Nc1nc(N)nc(CSc2nc3ccccc3s2)n1	-11%	5%	4.5	44	18%	-2%	8.8%	0.5%	i	50	0.2%
Cc1ccc(NC(=O)C2CC(=O)N(C(C)C)C2)cc1Cl (centres undefined)	5%	-4%	2.1	58	-21%[20 µM]	10%	-0.6%	0.4%	i	49	-0.3%
COc1ccc(-c2nc(C#N)c(NCCN(C)C)o2)cc1	nt	nt	-1.6	85	nt	1%	nt	0.1%	i	40	nt
CCn1c(CCCOc2ccc(Cl)cc2Cl)n[nH]c1=S	19%	11%	5.4	46	-19%[20 µM]	nt	nt	-1.4%	i	26	-0.1%
COc1ccc(CCNC(=O)CSc2cn(Cc3cccc(C)c3)c3ccccc23)cc1OC	1%	0%	1.6	87	4%	4%	2.0%	-0.1%	i	34	-0.3%
c1cncc(-c2nc(N3CCOCC3)c3c4c(sc3n2)CCC4)c1	7%	9%	4.8	52	-29%	-3%	0.4%	0.7%	i	50	0.1%
CC(C(=O)O)N1CCCCC1 (centres undefined)	-15%	-3%	3.0	61	1%	-7%	8.7%	0.3%	i	40	-0.1%
Cc1cc(OC(C)C(=O)Nc2cccnc2)ccc1Cl (centres undefined)	-4%	11%	0.7	46	-2%	8%	-2.5%	-0.3%	i	39	-0.2%
COCC(=O)Nc1cc(C(=O)Nc2ccccc2C)ccc1Cl	4%	19%	-0.3	53	-9%	-4%	-1.1%	-0.3%	i	47	-0.1%
NC(=O)N/N=C/c1ccc(OCc2cccc(Cl)c2)cc1	5%	16%	3.1	45	-55%[20 µM]	-7%	-1.7%	-0.3%	i	24	0.2%
CC(C)OC(=O)c1c(NC(=O)CCC(=O)O)sc2c1CCCCC2	22%	2%	2.2	69	-8%	8%	-2.5%	0.9%	i	35	0.5%
O=C(c1noc2c1CCCC2)N1CCC(CO)(Cc2ccccc2Cl)CC1	1%	15%	4.4	45	-15%	-5%	-0.1%	-1.7%	i	63	-0.1%
CC(NC(=O)CCN1C(=O)c2ccccc2C1=O)c1ccc2c(c1)CCCC2 (centres undefined)	2%	-3%	0.7	41	8%	3%	4.5%	-0.8%	i	45	-0.2%
Cc1ccc2cc(C3CC(c4ccco4)=NN3C(=O)CCC(=O)O)c(Cl)nc2c1 (centres undefined)	8%	12%	0.2	51	-21%	1%	-3.7%	0.3%	i	45	0.4%
Cc1ccc(OCC(=O)Nc2ccc(N3CCN(C(=O)c4ccco4)CC3)cc2)cc1	-1%	-2%	1.8	73	0%	13%	-3.3%	0.6%	i	44	0.4%
CCCc1cc(=O)[nH]c(SCC(=O)NC)n1	6%	nt	0.3	73	2%	-5%	-1.7%	1.0%	i	19	0.0%
C=CCSc1nnc2n(CCc3ccccc3)c(=O)c3c4c(sc3n12)COC(C)(C)C4	-12%	28%	9.7	46	4%	-9%	-5.7%	-0.3%	i	8	-0.1%
O=C(Cn1cc(C(=O)c2cccs2)c2ccccc21)NC1CCCCC1	12%	-1%	-0.7	82	-24%	5%	nt	-0.1%	i	54	0.2%
CC(=O)c1cccc(NC(=S)NC(=O)c2ccccc2)c1	-5%	10%	0.0	48	25%	11%	5.2%	-0.8%	i	29	0.1%
NC(=O)NC(=O)COC(=O)/C=C/c1cccs1	12%	8%	1.0	76	-10%	2%	4.3%	0.4%	i	53	-0.2%
O=C(O)Cn1nnnc1SCC(=O)Nc1ccc(F)cc1F	11%	-7%	-0.9	40	-4%[20 µM]	10%	-5.6%	0.6%	i	42	0.1%
Cc1c(C=O)c2ccccc2n1CC(=O)NCc1ccccc1	-4%	-1%	-0.5	22	21%	-7%	-3.2%	-0.3%	i	21	-0.4%
CCN1C(=O)c2cccc3cccc1c23	20%	33%	1.6	59	-4%	10%	-1.6%	0.1%	i	8	-0.1%
CCOC(=O)C1=C(COC(=O)c2ccc(Br)o2)NC(=O)NC1C (centres undefined)	2%	2%	-0.1	73	-10%	-6%	6.2%	-0.3%	i	43	-0.1%
CC(C)c1csc(CN2CCCC(CCC(=O)NCc3ccccc3F)C2)n1 (centres undefined)	5%	3%	0.1	67	-31%[20 µM]	9%	nt	-0.5%	i	48	-0.1%
O=C(NCC(=O)N(Cc1ccc(F)cc1)C(C(=O)NC1CCCC1)c1ccco1)c1ccco1 (centres undefined)	-5%	10%	-0.4	81	-2%	-2%	-3.6%	-0.1%	i	33	0.6%
COc1ccc(/C=C2\N=C(C)N(c3ccc(C(=O)O)cc3)C2=O)cc1OC	11%	9%	1.8	54	16%	-4%	-3.6%	0.4%	i	31	0.1%
O=C(CCN1C(=O)/C(=C/C=C/c2ccccc2)SC1=S)Nc1nc2ccccc2s1	-7%	-14%	0.0	79	23%	-1%	3.4%	-1.2%	i	64	0.1%
Nc1c(NCc2ccccc2)c(=O)[nH]c(=O)n1Cc1ccccc1	20%	10%	0.5	62	10%	-11%	nt	0.2%	i	12	-0.1%
O=C(CN1C(=O)S/C(=C/c2cccnc2)C1=O)N1CCOCC1	-3%	-10%	-1.0	83	-12%	10%	2.6%	-0.3%	i	7	-0.4%
CC(=O)N1CCN(Cc2nc3cc(NC(=O)c4ccc(Cl)cc4)ccc3n2C)CC1	24%	-4%	0.6	90	-24%	-3%	-0.2%	0.0%	i	27	-0.2%
Cc1cc(C)c2nc(N3CCC(C(=O)NCCCN4CCCC4=O)CC3)sc2c1	44%	2%	-1.1	76	-15%	7%	0.1%	-0.3%	i	25	0.3%
CCn1nnc(-c2ccccc2NS(=O)(=O)c2ccc(C(=O)OC)cc2)n1	15%	2%	0.9	51	12%	7%	-2.0%	-0.2%	i	14	-0.2%
CC1(C)CC(=O)N(c2cc(Cl)cc(Cl)c2)C(=O)C1	11%	-17%	-0.6	84	26%	3%	-3.8%	-0.3%	i	13	-0.1%
C=CCn1c(SCC(=O)c2cccs2)nc2sc(C)cc2c1=O	-1%	-2%	3.1	71	-4%	-1%	3.7%	-2.0%	i	52	0.0%
CCOC(=O)c1[nH]cnc1C(=O)Nc1ccc(F)cc1	-3%	0%	-0.9	55	-41%[20 µM]	-3%	nt	0.2%	i	57	0.4%
CCOC(=O)COc1ccc2c(c1)c(C(C)=O)c(C)n2-c1ccc(OC)cc1	14%	10%	0.2	76	14%	-8%	-1.4%	0.1%	i	66	-0.1%
O=C(c1cn(-c2ccccc2)nc1-c1cccs1)N1CCN(c2ccccn2)CC1	-5%	-4%	0.6	83	23%	9%	2.6%	0.2%	i	17	0.2%
O=C(O)CCCN1C(=O)c2cccc3cccc(c23)C1=O	-6%	-6%	-1.0	71	-31%[20 µM]	-2%	-1.8%	-1.8%	i	37	-0.1%
Cc1cccc(NC(=O)CCNS(=O)(=O)c2ccc(Cl)cc2)c1	-1%	-18%	36	53	-5%	-10%	5.0%	0.2%	i	19	0.2%
O=C(CCC1CCCCC1)NCc1cccs1	8%	-1%	1.1	48	15%	12%	-1.5%	-1.1%	i	9	0.3%
COc1cccc(/C=N/Nc2snc(SC)c2C#N)c1	-2%	-5%	5.8	55	0%	-6%	0.9%	-0.8%	i	58	-0.1%
COc1ccc(C(=O)N2C(=O)c3ccc(N)cc3C2=O)cc1	-6%	11%	1.4	51	11%	-2%	-3.0%	-0.1%	i	21	0.2%
O=C(Nc1ccccc1F)Nc1ccccc1Br	-5%	16%	-1.4	77	-57%[20 µM]	2%	0.5%	-1.5%	i	49	0.2%
Cc1cc(C)c(NC(=O)CN2CCOCCOCCOCCOCC2)c(C)c1	nt	nt	-0.4	38	nt	4%	nt	0.2%	i	8	nt
COC(=O)C1=C(C)NC(=O)/C1=C\c1cc(C)n(-c2ccccc2F)c1C	4%	-13%	0.4	85	-20%[20 µM]	6%	-2.8%	0.5%	i	55	-0.1%
Cc1cc(C)n2nc(SCc3nnc(SCc4ccccc4Cl)s3)nc2n1	-4%	9%	0.9	47	-28%	3%	-1.6%	0.4%	i	32	-0.2%
O=C(Cc1ccc(Cl)cc1)Nc1cccc2ncccc12	20%	15%	1.0	45	14%	-3%	-2.1%	-0.3%	i	24	-0.3%
COc1ccc(CCNC(=O)COc2ccc(C)nc2[N+](=O)[O-])cc1OC	6%	2%	0.6	55	-5%	-1%	-10%	nt	i	9	0.1%
NC(=O)c1ccc(NC(=O)COC(=O)/C=C/c2cn(-c3ccccc3)nc2-c2cccnc2)cc1	0%	2%	-1.0	41	13%	-2%	-0.3%	?	i	44	1.0%
COC(=O)c1cc(Br)c(=O)n(-c2ccccc2F)c1	15%	-4%	-1.4	64	-30%	-2%	4.0%	-0.1%	i	36	0.2%

Compounds as they come. Share with any hit: about 0.62%.
